Vif-A3G inh – qHTS for Inhibitors of Vif-A3G Interactions: qHTS | HeLa A3G-eYFP + Vif (tagged APOBEC3G with the HIV-1 protein that degrades it), YFP fluorescence, overnight | 410,000 tested, 0.076% active | DNA dC->dU-editing enzyme APOBEC-3G (Homo sapiens), Q9HC16 | Potency, µM (highest dose often 46.1 µM), inactives show at the top dose activity, negative = active, hits mostly inhibitors;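 note: potency is the fitted concentration of half-maximal effect; % is set by controls: 0 for no effect and ±100 for the full control effect; nearly all actives have a fitted effect of over 60% in size; hits raise eYFP signal because A3G escapes Vif-driven loss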
Target sequence (Q9HC16 whole entry, looked up): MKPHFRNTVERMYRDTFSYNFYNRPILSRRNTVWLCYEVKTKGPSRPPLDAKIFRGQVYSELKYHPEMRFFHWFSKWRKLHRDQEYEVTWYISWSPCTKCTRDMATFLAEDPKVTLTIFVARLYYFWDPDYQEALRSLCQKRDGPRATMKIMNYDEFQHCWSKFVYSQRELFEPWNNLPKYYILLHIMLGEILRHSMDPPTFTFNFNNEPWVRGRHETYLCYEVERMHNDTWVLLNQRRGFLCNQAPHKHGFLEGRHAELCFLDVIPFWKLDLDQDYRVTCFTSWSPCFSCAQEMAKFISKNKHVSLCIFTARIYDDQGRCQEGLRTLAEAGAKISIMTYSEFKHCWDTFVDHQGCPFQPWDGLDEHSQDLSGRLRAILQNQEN
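Read-out is eYFP fluorescence (Ex 488/Em 500-530) from Vif-expressing HeLa A3G-eYFP cells; more signal means A3G escaped Vif-mediated degradation. Cells plated overnight, compound pinned in, incubated overnight at 37 deg C.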
GRP78 ERSR act – qHTS for Inducers of the Endoplasmic Reticulum Stress Response (ERSR) in Human Glioma: qHTS. U87-MG GRP78 promoter luciferase reporter, 16 h. Potency, µM, for inactives: at the top dose activation, usual class: activators. 420,000 tested, 0.02% active; note: potency is the fitted concentration of half-maximal effect; series mostly up to about 76 µM; % of control where 0% means no effect; nearly all actives have a fitted effect of over 35% in size
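Stably transfected U87-MG human glioma cells carrying a GRP78-based luminescent sensor were seeded at 1000 cells/well, pin-dosed with compounds and incubated 16 h. Luciferase reagent was then added, and end-point luminescence was read after 10 min at room temperature.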
LDHA block – qHTS assay for inhibitors of human lactate dehydrogenase | L-lactate dehydrogenase A chain (Homo sapiens), P00338 | purified LDHA, NADH/diaphorase-resazurin fluorescence; active compounds read low | activity change, % (values are at about 110 or 230 µM) | 480,000 tested, 0.15% active | AID 1347041, 2019; in the data active = activity change below about -30%; inconclusive = mostly about -25% to -30%;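 note: plate controls were DMSO wells for no effect and wells without enzyme for full effect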
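Human LDH5 (2 nM) was incubated with 0.06 mM NADH and 0.2 mM pyruvate for 5 min at room temperature in Tris pH 7.4. Remaining NADH was coupled through diaphorase/resazurin, and resorufin fluorescence was read at 0 and 20 min.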
TrxR1 substrate – qHTS Assay for Substrates of Mammalian Selenoprotein Thioredoxin Reductase 1 (TrxR1): qHTS; purified TrxR1 substrate turnover, NADPH consumption readout; Potency, µM (titrated, usually from 114 µM), inactives show at the top dose activity change, negative = substrate turnover; 390,000 tested, 0.01% active; note: potency is the fitted concentration of half-maximal effect; % is set by controls: 0 for no effect and ±100 for the full control effect; nearly all actives have a fitted effect of over 50% in size
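Rat TrxR1, dispensed at 90 nM, was prereduced with 400 uM NADPH (final) for 5 min at ~22 deg C, then incubated with compound 15 min before 400 uM selenite. A first-read NADPH fluorescence drop versus no-compound background flagged substrates.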
IDH1 R132H inh – qHTS for Inhibitors of mutant isocitrate dehydrogenase 1 (IDH1): qHTS; Isocitrate dehydrogenase [NADP] cytoplasmic (Homo sapiens), O75874; IDH1-R132H enzyme, NADPH consumption, diaphorase/resazurin fluorescence; Potency, µM (series often up to 76.6 µM), for the others: at the highest dose activity change, negative = inhibition, most hits filed as inhibitors; 390,000 tested, 0.093% active; note: potency is the fitted concentration of half-maximal effect; % is set by controls: 0 for no effect and ±100 for the full control effect; nearly all actives have a fitted effect of over 65% in size
Target sequence (O75874 whole entry R132H, stated change not applied): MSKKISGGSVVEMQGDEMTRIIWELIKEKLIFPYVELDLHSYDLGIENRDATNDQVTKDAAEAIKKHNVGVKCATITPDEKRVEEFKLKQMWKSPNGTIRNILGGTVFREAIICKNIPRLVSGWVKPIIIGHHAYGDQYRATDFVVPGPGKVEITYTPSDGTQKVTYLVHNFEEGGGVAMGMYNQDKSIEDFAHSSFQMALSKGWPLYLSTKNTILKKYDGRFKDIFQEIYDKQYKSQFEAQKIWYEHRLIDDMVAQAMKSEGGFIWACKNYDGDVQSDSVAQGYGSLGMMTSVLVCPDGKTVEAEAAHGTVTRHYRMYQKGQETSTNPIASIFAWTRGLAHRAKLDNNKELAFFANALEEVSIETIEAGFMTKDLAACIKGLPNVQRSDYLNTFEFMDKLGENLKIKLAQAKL
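IDH1-R132H (0.5 ug/mL) preincubated 30 min with compound, then NADPH (0.016 mM) and alpha-KG (2 mM) added; 80 min at RT, pH 7.5. Remaining NADPH coupled via diaphorase/resazurin to fluorescence (540/590 nm); concentration-response curves normalized to no-enzyme control.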
USP1 inh – Inhibitors of USP1/UAF1: Primary Screen; Ubiquitin carboxyl-terminal hydrolase 1 (Homo sapiens), O94782; recombinant USP1/UAF1, Ub-Rhodamine cleavage fluorescence; Potency, µM (highest dose often 57.1 µM), inactives show at the highest dose activity change, negative = inhibition, usual class: inhibitors; 390,000 tested, 0.23% active; note: potency is the fitted concentration of half-maximal effect; % is set by controls: 0 for no effect and ±100 for the full control effect; nearly all actives have a fitted effect of over 60% in size; inactives centre near -12
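USP1/UAF1 complex at 1 nM was preincubated with compound for 15 min at room temperature, then Ub-Rho substrate (150nM final) was added. Fluorescence (480/540 nm) was read kinetically, 6 reads every 60 seconds.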
Vif-A3F inh – qHTS for Inhibitors of Vif-A3F Interactions: qHTS; HeLa A3F-eYFP + Vif (tagged APOBEC3F with the HIV-1 protein that degrades it), YFP fluorescence increase; Potency, µM (doses to about 46.1 µM), for inactives: at the highest dose activity, negative = active; 390,000 tested, 0.2% active; note: potency is the fitted concentration of half-maximal effect; % of control where 0% means no effect; nearly all actives have a fitted effect of over 65% in size
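HeLa cells stably expressing A3F-eYFP plus Vif, plated and incubated overnight at 37 deg C, then exposed to compounds overnight at 37 deg C. Blocked degradation read as raised yellow fluorescence (Ex 488/Em 500-530).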
RGS4 inh – Inhibitors of Regulator of G Protein Signaling (RGS) 4: qHTS; Regulator of G-protein signaling 4 (Homo sapiens), P49798; Transcreener GDP fluorescence polarization, RGS4-accelerated GTP hydrolysis; Potency, µM (series often up to 114 µM), without a hit: at the top dose activity change, negative = inhibition, most hits filed as inhibitors; 390,000 tested, 0.039% active; note: potency is the fitted concentration of half-maximal effect; % is set by controls: 0 for no effect and ±100 for the full control effect; nearly all actives have a fitted effect of over 75% in size; some results filed as inactive show a strong effect at the top dose
Target sequence (P49798 whole entry, looked up): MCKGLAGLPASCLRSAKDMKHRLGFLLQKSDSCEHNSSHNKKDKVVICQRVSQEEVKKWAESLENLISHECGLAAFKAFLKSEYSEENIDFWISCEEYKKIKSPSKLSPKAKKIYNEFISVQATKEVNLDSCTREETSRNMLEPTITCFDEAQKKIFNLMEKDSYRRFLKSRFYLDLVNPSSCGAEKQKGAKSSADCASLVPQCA
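MLSMR compounds (23 nl, pin-transferred) preincubated 10 min at room temperature with a 500nM (2x) first reagent, then RGS4 at 900nM (2x) plus Transcreener GDP mix added; fluorescence polarization (620/688 nm) read before and after 90 min at 30 °C.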
TrxR1 inh – qHTS Assay for Inhibitors of Mammalian Selenoprotein Thioredoxin Reductase 1 (TrxR1): qHTS; recombinant rTrxR1, NADPH fluorescence consumption, selenite substrate; Potency, µM (doses to about 114 µM), inactives show at the highest dose activity change, negative = inhibition, actives largely listed as inhibitors; Thioredoxin reductase 1, cytoplasmic (Rattus norvegicus), O89049; 390,000 tested, 1% active; note: potency is the fitted concentration of half-maximal effect; % is set by controls: 0 for no effect and ±100 for the full control effect; nearly all actives have a fitted effect of over 65% in size
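Rat TrxR1 (90 nM in the dispensed reagent) was pre-reduced with 400 uM NADPH for 5 min at room temperature, then incubated with compound for 15 min. After 400 uM selenite was added, NADPH fluorescence (Ex 340/Em 450 nm) was followed for 8 min.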
Active calls of the source: *; ? = inconclusive; nt = not tested or not shown; [ ] = another dose, or the depositor's remark. Unless noted, calls come from the whole dose curve; as a rule, active = well fitted curve in the direction sought with a large enough effect; inconclusive = small, poorly fitted or top-dose-only effect, or another doubt; inactive = no such curve, though single readings can be large; an effect the other way counts as inactive or inconclusive. Not all compounds are listed; count on the stated rates, not on these rows.

SMILES	Vif-A3G inh	GRP78 ERSR act	LDHA block	TrxR1 substrate	IDH1 R132H inh	USP1 inh	Vif-A3F inh	RGS4 inh	TrxR1 inh
COc1cc(C(=O)N[C@@H](C)C(=O)NCc2ccco2)cc(OC)c1OC	1.3%	-1.1%	1.1	-14.5%[57.1 µM]	5.4%	-7.5%	13.0%	-8.8%	27.6%[57.1 µM]
CC1CCc2nn(CC(=O)NCCCN3CCOCC3)cc2C1 (stereo not drawn)	-3.9%	-2.1%	-8.5	5.8%[57.1 µM]	-3.2%	-15.3%	-0.6%	4.2%	3.5%[57.1 µM]
Cc1ccc(OCC(=O)Nc2ccc(O)c(C(=O)O)c2)cc1C	1.1%	-5.7%	-0.2	132.1%[activator]	-5.6%	-2.4%	-4.3%	9.7%	34.4%[activator]
CCOC(=O)C(C)(C)N(Cc1ccc(C)cc1)S(=O)(=O)c1ccc(Cl)c([N+](=O)[O-])c1	-5.3%	-2.0%	-2.1	9.2%[57.1 µM]	5.7%	-8.3%	-4.4%	33.3%	-13.3%
CCc1ccc(C(=O)COC(=O)C(Cc2c[nH]c3ccccc23)NC(=O)c2ccc(CC)cc2)cc1 (stereo not drawn)	0.6%	-3.4%	-5.5	-3.3%[57.1 µM]	-9.4%	?	-1.1%	-2.0%	29.8%[57.1 µM]
CC1CC=CC2C1C(=O)N(Cc1ccccc1)C2c1ccc(-c2cc3ccccc3s2)cc1F (stereo not drawn)	-0.4%	-1.0%	nt	9.6%	nt	nt	nt	20.9%	4.7%
COc1ccc(OCC(=O)NC2CCCc3ccccc32)cc1 (stereo not drawn)	-2.7%	-3.0%	1.1	11.9%	12.6%	-17.0%	-12.8%	-17.1%	22.1%
O=C(CCC(=O)Nc1ccccc1Cl)NNC(=S)Nc1ccccc1C(F)(F)F	0.2%	-4.9%	2.6	-7.5%	8.1%	-18.3%	5.4%	-43.4%	-24.2%
C=CCC(CC=C)(CNC(=O)C(=O)Nc1ccc(C)cc1)c1ccccc1	0.5%	-0.8%	0.9	-9.3%	7.7%	?	3.1%	3.0%	-13.8%
COc1cc(C(=O)Nc2ccc(-c3nc4cc(C)ccc4o3)c(O)c2)cc(OC)c1OC	-6.3%	-3.0%	-2.5	195.5%[activator]	-0.2%	-16.5%	-0.2%	7.8%	142.2%[activator]
CCCc1cc(C(=O)N2CCN(c3ccc(C(F)(F)F)cn3)CC2)sc1C	4.6%	3.5%	-3.1	-6.1%	1.1%	-21.4%	-0.2%	-19.2%	0.6%
O=C(NC(=O)c1cc(OCC(F)(F)F)ccc1OCC(F)(F)F)Nc1ccccc1	-0.5%	0.5%	-4.5	-4.0%	2.4%	-13.3%	1.8%	15.7%	30.1%
O=c1[nH]c(-c2ccccc2)cnc1-c1ccccc1	1.4%	-0.6%	-4.0	12.7%[57.1 µM]	1.8%	-3.7%	13.2%	-26.2%	14.5%[57.1 µM]
CC(=O)Nc1ccc2c(c1)c1ccccc1n2C(C)=O	3.5%	-1.0%	-4.2	4.9%	8.9%	-21.2%	8.8%	-3.1%	13.9%
COc1cc(C(=O)Oc2cccc(C)c2)cc(OC)c1OC	-5.8%	-4.7%	-1.6	9.0%[57.1 µM]	3.0%	-20.1%	-0.4%	5.1%	13.4%[57.1 µM]
CC1CCCCN1C(=O)CSc1nnc(-c2ccccc2O)o1 (stereo not drawn)	1.6%	-3.1%	9.2	0.1%	-4.4%	-11.2%	-4.1%	-7.0%	0.7%
Cc1csc2ncc(C(=O)Nc3ccccc3F)c(=O)n12	3.6%	3.8%	-11.3	8.9%	-2.7%	-10.7%	-1.2%	4.7%	10.2%
COc1ccc(NC(=O)CN(C)S(=O)(=O)c2ccccc2)cc1	1.8%	1.0%	0.7	7.0%	8.7%	-7.9%	1.5%	4.5%	32.2%
CSCCC(NC(=O)c1cccc(S(=O)(=O)N2CCOCC2)c1)c1nc2ccccc2[nH]1 (stereo not drawn)	-2.0%	-0.3%	-16.7	-1.9%	-0.4%	-9.5%	-11.5%	-30.1%	-1.0%
O=C(c1ccco1)N1CCN(C(=O)c2cc(-c3ccccn3)nc3ccccc23)CC1	0.3%	1.8%	-7.8	-3.5%	-5.3%	-3.1%	0.5%	-11.7%	?
COc1ccc(N(CC(=O)Nc2ccc(C)cn2)S(=O)(=O)c2c(C)nn(C)c2C)cc1	-3.1%	-2.5%	0.4	-3.8%[57.1 µM]	17.3%	-6.7%	0.1%	1.4%	6.7%[57.1 µM]
CC(Nc1ccc(Br)cn1)c1cc(Cl)ccc1O (stereo not drawn)	-3.6%	-2.2%	5.4	-9.2%	-10.5%	-3.4%	5.3%	-22.4%[11.4 µM]	12.7%[57.1 µM]
Cn1c(=O)cc(OCCCC(=O)NCCN2CCN(c3ccccc3F)CC2)c2ccccc21	-4.6%	-1.3%	-7.2	-0.4%[57.1 µM]	8.0%	-25.1%	-6.6%	-6.8%	13.0%[57.1 µM]
Cc1ccccc1S(=O)(=O)Cc1ccc(C(=O)N2CCN(C3CCCCC3)CC2)o1	2.5%	-3.4%	-12.0	-8.0%	3.9%	-25.2%	-7.7%	-7.6%	-22.1%
COc1cc(/C=N/Nc2nn3cnnc3c3ccccc23)cc(OC)c1OC	-5.0%	-2.9%	0.2	-4.4%	-3.5%	-8.4%	0.2%	-44.1%	-15.2%
C=CCSc1nc(N)c2c3c(sc2n1)CN(C)CC3	-1.2%	3.8%	0.1	1.7%	0.0%	-17.8%	3.2%	-4.2%	-17.6%
O=C(C1CCN(S(=O)(=O)N2CCC3(CC2)OCCO3)CC1)N1CCCCC1	0.3%	-2.5%	-4.2	0.8%	8.6%	-12.0%	0.9%	-2.2%	4.8%
CCO[C@@H]1OC(C(=O)NCc2ccccc2)=C[C@H](c2ccc3c(c2)OCO3)[C@H]1CCCO	-2.2%	-4.3%	-0.6	4.9%	1.2%	-28.7%	-3.1%	3.8%	13.7%
CC(=O)N1N=C(c2ccc(C)cc2)OC1c1ccc(C(C)C)cc1 (stereo not drawn)	-2.8%	8.2%	-1.1	-1.8%	4.3%	-21.5%	-3.5%	-17.4%	9.7%
FC(F)(F)COc1ccc(-c2nnc(SCc3ccccc3)o2)cn1	-2.7%	-3.0%	-2.1	2.8%	2.6%	-25.7%	12.2%	12.8%	-9.8%[57.1 µM]
COc1cc(OC)c(NC(=O)N2CCOc3ccc(C)cc32)cc1Cl	0.3%	-4.1%	9.9	11.6%[11.4 µM]	0.0%	-3.2%	0.0%	20.3%	20.0%
O=C(O)CCC(=O)NNC(=O)CCC(=O)Nc1ccccc1	2.5%	1.7%	-4.3	2.4%[57.1 µM]	8.8%	-10.7%	0.7%	-22.2%	14.4%[57.1 µM]
COc1ccccc1CCNC(=O)CCc1c(C)c2cc3c(C)coc3cc2oc1=O	-8.1%	-1.0%	0.5	7.7%	-6.8%	?	1.1%	-32.3%	22.5%
CCCOc1cccc(NC(=O)OC2CCN(C)CC2)c1	0.6%	-2.8%	-5.0	5.4%	-2.9%	-14.3%	2.6%	-1.2%	14.4%
CCOCCCNC(=S)Nc1ccc(Br)cc1Cl	0.1%	2.3%	-18.0	-0.5%	-0.1%	-18.6%	6.3%	-32.4%	?
CCOC(=O)N/N=C\C=C\c1ccc2c(c1)OCO2	-5.5%	0.6%	2.6	-4.7%	0.7%	-20.1%	-0.9%	-9.5%	-14.3%
Cc1ccccc1OCC(=O)Nc1ccccc1N1CCC(C)CC1	-6.0%	-3.3%	0.0	-1.4%	-8.7%	-15.0%	-4.4%	10.4%	27.2%
COC(=O)c1ccccc1NC(=O)NCc1ccccc1	-1.3%	0.5%	-5.1	15.2%	-1.2%	-3.0%	-5.3%	11.6%	12.9%
CN(C)S(=O)(=O)N1CCc2ccccc21	0.3%	-2.6%	-5.5	-6.8%	5.0%	-6.9%	0.3%	-1.2%	-0.7%
CCOC(=O)c1c(C)[nH]c(CCC(=O)NCc2ccc(OC)cc2OC)c1C	7.3%	-4.5%	1.3	-3.4%[57.1 µM]	7.8%	-12.6%	1.0%	-6.3%	1.8%[57.1 µM]
CCN(CC)C(=O)c1sc2c(c1C)c(=O)n(-c1ccc(Cl)c(Cl)c1)c(=O)n2Cc1cc(=O)n2c(C)cccc2n1	0.5%	-2.0%	-4.6	5.8%[57.1 µM]	7.9%	-4.4%	1.2%	-21.7%	11.6%[57.1 µM]

Screens (PubChem)
